Screening results (PubChem BioAssay)
ERAP1 inh – human ERAP1 aminopeptidase inhibitors, primary screen, biochemical, single point, plate reader. inhibition, % at 10.7 µM. 0.15% of 340,000 active. recombinant ERAP1, Leu-AMC fluorescence, 60 min. Endoplasmic reticulum aminopeptidase 1 (Homo sapiens), Q9NZ08;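 active means mean replicate inhibition of at least 30%, or all replicates individually reaching that 30% level; inactive means mean below 30% and not every replicate reaching it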;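 further: 0% = neutral control wells and 100% = L-leucinethiol positive control wells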
miR-122 sensor – miR-122 Renilla sensor signal increase in Huh7, primary screen, miR-122 inhibitor project, cell-based, single point, plate reader; Huh7 miR-122 Renilla luciferase sensor, 48 h; neutral wells = 0, positive control = 100; activation (reporter increase), % at 12.5 µM; 0.3% of 340,000 active;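 active means mean replicate activation score at least 90 and every replicate individually at or above 90; inconclusive means only one of the two criteria met; inactive means neither criterion met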;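 further: higher luciferase means less miR-122 activity so hits act as miR-122 inhibitors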
CASP6 VEID inh – human caspase-6 inhibitors, primary screen, biochemical, VEID-R110 fluorescence, single point, set 2; P55212; purified caspase-6, Z-VEID-R110 cleavage fluorescence; inhibition, % at 12.5 µM; 0.53% of 350,000 active;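 active means mean inhibition across replicates at least about 35%, with every replicate also reaching that limit, limit read from the data; inconclusive means only one of the two criteria met; inactive means neither criterion met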;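 further: 0% = median of neutral control wells and 100% = no fluorescence left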
Target sequence (P55212 24-179 limits assumed): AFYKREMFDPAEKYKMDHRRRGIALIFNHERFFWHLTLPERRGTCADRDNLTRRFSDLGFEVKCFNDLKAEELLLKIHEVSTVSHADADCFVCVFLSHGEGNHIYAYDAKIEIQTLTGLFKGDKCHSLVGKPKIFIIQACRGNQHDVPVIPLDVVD
Target sequence (P55212 194-293 limits assumed): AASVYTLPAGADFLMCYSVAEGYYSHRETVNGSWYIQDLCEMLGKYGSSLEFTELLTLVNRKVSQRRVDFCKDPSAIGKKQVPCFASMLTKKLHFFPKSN
DENV2 CPE rescue – inhibitors of DENV2 cytopathic effect, primary screen, cell-based, plate reader, single concentration; DENV2-infected cells, cytopathic effect rescue; CPE inhibition, % at 9.99 µM; 1.7% of 350,000 active; AID 651640, 2012; in the data active means CPE inhibition above about 20%, passing the limit was not always enough; inconclusive means no clear call, values can overlap the other calls; tested in BHK-21 cells;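 further: 0% = median of neutral control wells and 100% = median of positive control wells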
SIRT5 block – SIRT5 desuccinylase inhibitors, primary screen, biochemical, fluorescence imaging, single point, set 5. NAD-dependent protein deacylase sirtuin-5, mitochondrial (Homo sapiens), Q9NXA8. Purified SirT5, succinyl-peptide AMC, trypsin-coupled fluorescence. inhibition, % at 15 µM. 1.1% of 330,000 active; in the data active means inhibition above about 15%; inconclusive means no clear call, values can overlap the other calls
Target sequence (Q9NXA8 whole entry, looked up): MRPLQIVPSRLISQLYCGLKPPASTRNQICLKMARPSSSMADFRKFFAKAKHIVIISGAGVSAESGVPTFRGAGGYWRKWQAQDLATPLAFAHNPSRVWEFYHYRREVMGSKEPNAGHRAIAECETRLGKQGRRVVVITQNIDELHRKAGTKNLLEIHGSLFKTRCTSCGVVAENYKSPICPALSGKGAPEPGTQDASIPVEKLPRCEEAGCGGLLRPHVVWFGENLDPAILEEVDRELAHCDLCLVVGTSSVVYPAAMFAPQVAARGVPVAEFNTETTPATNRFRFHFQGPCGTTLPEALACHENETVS
F508del corr – F508del CFTR correction, initial screen, CFBE line, single point | CFBE cells, YFP halide quenching; stimulated with forskolin plus potentiator P3; % fluorescence drop versus neutral controls | 0.36% of 350,000 active | AID 720511, 2013 | activity (quench increase), % at 7.58 µM;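 active means mean added fluorescence quench of at least 8% versus neutral control, with both replicates also reaching 8%; inconclusive means only one of the mean or replicate conditions met; inactive means mean below 8% and not both replicates reaching 8%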;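 further: cells transiently co-express mutant CFTR-F508del with the halide-sensitive YFP; corrector assay measuring rescue of mutant channel to the surface after 24 h compound exposure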
ERp5 inh – inhibitors of ERp5-driven insulin aggregation, primary screen, biochemical, turbidity, absorbance 650 nm, single point. 90 min. Protein disulfide-isomerase A6 (Homo sapiens), Q15084. AID 651711, 2012. 0.05% of 350,000 active. inhibition, % at 9.99 µM;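 active means mean replicate inhibition above about 25%, with every replicate also reaching it, limit read from the data, passing the limit was not always enough; inconclusive means only one of those two criteria met; inactive means neither criterion met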
Target sequence (Q15084 whole entry, looked up): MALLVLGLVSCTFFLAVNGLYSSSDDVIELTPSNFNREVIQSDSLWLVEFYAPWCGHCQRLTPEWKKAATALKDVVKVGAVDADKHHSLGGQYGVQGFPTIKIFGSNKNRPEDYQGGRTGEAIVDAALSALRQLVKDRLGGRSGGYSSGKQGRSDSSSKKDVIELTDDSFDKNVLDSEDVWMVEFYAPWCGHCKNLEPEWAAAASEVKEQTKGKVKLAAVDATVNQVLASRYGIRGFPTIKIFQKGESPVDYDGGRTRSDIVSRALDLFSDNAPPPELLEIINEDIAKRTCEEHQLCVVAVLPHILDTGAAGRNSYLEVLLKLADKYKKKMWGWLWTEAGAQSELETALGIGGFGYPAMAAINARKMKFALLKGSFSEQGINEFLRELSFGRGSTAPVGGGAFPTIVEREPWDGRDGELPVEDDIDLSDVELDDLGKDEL
* = called active by the depositor; u = inconclusive; x = no result given; & = joins results of further samples; [ ] = dose if it differs, or a comment.

item | SMILES | ERAP1 inh | miR-122 sensor | CASP6 VEID inh | DENV2 CPE rescue | SIRT5 block | F508del corr | ERp5 inh
1 | Cc1cc(C(=O)NNS(=O)(=O)c2ccccc2C(F)(F)F)nn1C(C)(C)C | 6 | 2 | 3 | -3 | 0 | 0.0 | 0
2 | C[C@H]1CN([C@@H](C)CO)S(=O)(=O)c2ccc(C#Cc3ccccc3)cc2O[C@H]1CN(C)S(=O)(=O)c1ccccc1F | -3 | -4[16.7 µM] | 4 | -5 | 4 | 0.4 | 7
3 | O=C(O)c1nc(NCc2ccccc2)ncc1Cl | -3 | -3 | -1 | 4 | -7 | -2.5 | 2
4 | O=C(CCc1ccccc1)NNC(=O)c1cccc(F)c1 | -3 | x | -2 | -7 | -4 | -0.9 | -4
5 | COc1ccccc1S(=O)(=O)N(C)C[C@H]1OCc2cnnn2CCCC(=O)N([C@@H](C)CO)C[C@@H]1C | 0&2 | 31 | -8&4 | u | -3&-7 | 0.6&4.0 | -3&-5
6 | CC(=O)C1=C(O)C(=O)N(c2ccc(Br)cc2)C1c1cccc(F)c1 (stereo not given) | -2 | 6 | -1 | -2 | 2 | -1.7 | 3
7 | Cc1cc(NC2CCCC2)n2ncc(-c3ccccc3)c2n1 | -2 | 10 | -2 | 0 | -6 | 4.3 | 2
8 | O=C(COC(=O)Cn1cnc2ccccc2c1=O)NCc1ccccc1 | 0 | -3 | -3 | 0 | -1 | 0.4 | 0
9 | C[C@H](CO)N1C[C@H](C)[C@H](CN(C)C(=O)Nc2ccc3c(c2)OCO3)Oc2c(NC(=O)Nc3cccc4ccccc34)cccc2C1=O | 0 | 6[16.7 µM] | 0 | -3 | 1 | -3.2 | -12
10 | COc1cc(/C=C2/SC(=O)N(CC(=O)N3CCCC3)C2=O)ccc1Oc1ccc([N+](=O)[O-])cn1 | -2 | -1 | 1 | 2 | 0 | -2.3 | 3
11 | Cc1noc(C)c1S(=O)(=O)Nc1cccc2c1O[C@@H](CN(C)Cc1ccccc1)[C@@H](C)CN([C@@H](C)CO)C2=O | 1 | 7[16.7 µM] | 0 | -3 | -6 | -2.1 | 5
12 | CCOc1ncccc1C(=O)N1CCN(c2cc(Cl)ccc2C)CC1 | 0 | x | 0 | -11 | 0 | 2.5 | 2
13 | CN1C(=O)CCC2(c3ccccc3)CC=C(O)C=C12 (stereo not given) | -2 | -2 | -1 | 1 | -1 | 1.1 | 4
14 | O=[N+]([O-])c1ccc(N2CCNCC2)cc1NCc1cccnc1 | 7 | -6 | -3 | 7 | 0 | x | -6
15 | O=C(NCc1ccc2c(c1)OCO2)c1ccc(Br)cc1 | -1 | 2 | -6 | 2 | -3 | -1.5 | 0
16 | C[C@@H](NC(=O)C[C@H]1C[C@H]2c3cc(NC(=O)C4CCOCC4)ccc3O[C@H]2[C@@H](CO)O1)c1ccccc1 | 1 | -1[16.7 µM] | 2 | -2 | 0 | -0.7 | 3
17 | COc1ccc(C2=NOC(c3nnc(-c4ccccc4)o3)C2)cc1 (stereo not given) | x | -2 | -2 | -26 | x | -0.4 | 4
18 | CC(=O)c1ccc(NC(=O)Nc2ccc3c(c2)nc(C)n3C)cc1 | 5 | x | 1 | -4 | -3 | 0.0 | 1
19 | O=C(Nc1ccccc1Cl)NC1(C(=O)N2CCC(O)CC2)CCCCC1 | -1 | -6 | -1 | 3 | -8 | 2.5 | 3
20 | C=CCn1c(=N)n(CC(O)COc2ccccc2OC)c2ccccc21 (stereo not given) | 5 | 5 | 1 | -4 | 0 | 1.5 | -7
21 | c1ccn2cc(CSC3=NCCS3)nc2c1 | 1 | x | 0 | x | 1 | x | 3
22 | Cc1nn(-c2ncccn2)c2c1C(=O)CC(C)(C)C2Br (stereo not given) | -4 | x | 4 | -15 | 1 | -2.2 | -4
23 | O=C(CN1C(=O)NC2(CCCCCC2)C1=O)N1CCCCC1 | -2 | x | 0 | 9 | 0 | 0.8 | 2
24 | c1csc(-c2ccn[nH]2)c1 | 0 | -6 | 0 | 2 | -3 | 2.6 | 1
25 | C[C@@H]1CN([C@@H](C)CO)C(=O)c2cc(NC(=O)Nc3ccc(F)cc3)ccc2O[C@H]1CN(C)C(=O)NC1CCCCC1 | 3 | 3[16.7 µM] | 0 | 2 | -1 | 2.0 | 1

One compound at a time, as listed above. Values in the order: ERAP1 inh, miR-122 sensor, CASP6 VEID inh, DENV2 CPE rescue, SIRT5 block, F508del corr, ERp5 inh
Shown for c1ccn2cc(CSC3=NCCS3)nc2c1 = 1, x, 0, x, 1, x, 3
Shown for Cc1noc(C)c1S(=O)(=O)Nc1cccc2c1O[C@@H](CN(C)Cc1ccccc1)[C@@H](C)CN([C@@H](C)CO)C2=O = 1, 7[16.7 µM], 0, -3, -6, -2.1, 5
Shown for O=C(CCc1ccccc1)NNC(=O)c1cccc(F)c1 = -3, x, -2, -7, -4, -0.9, -4
Shown for COc1cc(/C=C2/SC(=O)N(CC(=O)N3CCCC3)C2=O)ccc1Oc1ccc([N+](=O)[O-])cn1 = -2, -1, 1, 2, 0, -2.3, 3
Shown for COc1ccccc1S(=O)(=O)N(C)C[C@H]1OCc2cnnn2CCCC(=O)N([C@@H](C)CO)C[C@@H]1C = 0&2, 31, -8&4, u, -3&-7, 0.6&4.0, -3&-5

(cont.)
item | SMILES | ERAP1 inh | miR-122 sensor | CASP6 VEID inh | DENV2 CPE rescue | SIRT5 block | F508del corr | ERp5 inh
26 | NS(=O)(=O)c1ccc(NC2=CC(=O)C(=O)c3ccccc32)cc1 | -2 | x | 68* | 17 | 2 | -1.8 | 0
27 | CN(C(=O)c1ccc(NC(=O)Cc2ccc(NC(=O)C3CCCN(C(=O)C4CCCCC4)C3)cc2)cc1)C1CC1 (stereo not given) | 1 | -2 | 3 | -4 | x | -0.7 | 2
28 | O=C(C[C@@H]1CC[C@H](NC(=O)c2ccccn2)[C@H](CO)O1)NCc1cccc(F)c1 | -2 | x | -2 | 0 | -2 | -3.0 | 1
29 | CCOc1ccc2nc(NC(=O)CSc3cn[nH]n3)sc2c1 | -5 | 2 | 6 | -6 | -4 | -1.5 | -2
30 | CO[C@@H]1CN(C)C(=O)c2cc(NS(=O)(=O)CC(F)(F)F)ccc2OC[C@@H](C)N(Cc2nccs2)C[C@@H]1C | x | x | x | 2 | 1 | 0.7 | -1
31 | O=C(C[C@H]1C[C@H]2c3cc(NC(=O)C4CCC4)ccc3O[C@H]2[C@@H](CO)O1)NCc1ccccn1 | -2 | 4[16.7 µM] | 11 | 16 | -9 | 0.9 | -2
32 | O=Cc1ccc(OC2OCCOC2Oc2ccc(C=O)cc2)cc1 (stereo not given) | -8 | x | 3 | 3 | x | x | 0
33 | COc1ccc(-c2noc(CCCC(=O)Nc3ccc(C(N)=O)cc3)n2)cc1OC | 0 | -8 | -1 | 7 | 3 | 1.9 | -1
34 | O=C(O)Cc1ccc(C(=O)c2ccc(Cl)cc2Cl)s1 | -3 | 0 | 9 | -6 | -2 | -0.2 | 4
35 | CC(Nn1cnnc1)c1cc(Cl)ccc1O (stereo not given) | -2 | x | 0 | -3 | -9 | -1.8 | 7
36 | O=c1c2ccccc2n2c(-c3ccc(F)cc3)nnc2n1Cc1ccccc1 | -1 | x | 0 | 6 | -1 | x | 0
37 | O=C(NCc1nc2ccccc2[nH]1)C1=C[C@@H](c2ccc(Br)cc2)C[C@@H](OCCCCO)O1 | 0&3 | 0 | -4&1 | 6&4 | 0&6 | -2.0&1.7 | 5&-4
38 | O=C(COc1ccc(F)cc1Cl)Nc1cccc(S(=O)(=O)N2CCCC2)c1 | -2 | -2 | 5 | -4 | 13 | 0.4 | -5
39 | Cc1ccc(CN2C(=O)c3ccccc3C2C(=O)NCc2cccnc2)cc1 (stereo not given) | 0 | 0 | -1 | -2 | 1 | -0.7 | -1
40 | CCOC(=O)NN=C1CCC(c2ccccc2)CC1 (stereo not given) | 4 | 1 | 1 | -4 | -3 | 0.0 | 0
41 | C[C@@H]1CN([C@H](C)CO)C(=O)c2cc(NS(=O)(=O)c3ccc(F)cc3)ccc2O[C@H]1CN(C)C(=O)NC1CCCCC1 | -3 | 0[16.7 µM] | 2 | 17 | 1 | 2.4 | 0
42 | O=S(=O)(Cc1ccccc1)N1CCN(Cc2ccc(Br)cc2)CC1 | -7 | -2 | -3 | -3 | -2 | 0.9 | -12
43 | Cc1ccc(S(=O)(=O)Nc2ccc3c(c2)C(=O)N([C@H](C)CO)C[C@@H](C)[C@H](CN(C)S(=O)(=O)c2cn(C)cn2)O3)cc1 | 3 | -1[16.7 µM] | 0 | 3 | -7 | -2.1 | -3
44 | COc1ccc(OC)c(-c2nc(CN(C)C(C)c3ccncn3)c(C)o2)c1 (stereo not given) | -5 | 3 | 3 | -1 | -1 | -2.4 | 4
45 | NCCCCCc1nnc(SCC(N)=O)o1 | 5 | x | -1 | x | -2 | -0.4 | 2
46 | Cc1noc(C)c1NC(=O)N[C@@H]1C=C[C@H](CC(=O)Nc2ccc(-c3ccccc3)cc2)O[C@H]1CO | -1 | 9[16.7 µM] | -7 | 1 | 1 | 1.7 | 7
47 | C[C@H]1CN([C@@H](C)CO)C(=O)Cc2cc(NC(=O)Nc3ccc(C(F)(F)F)cc3)ccc2O[C@H]1CN(C)Cc1ccncc1 | -1 | 3[16.7 µM] | 0 | 6 | 6 | -0.5 | -4
48 | Cc1sc2nc(COC(=O)c3c(F)cccc3F)[nH]c(=O)c2c1C | 4 | x | -3 | -3 | -4 | 2.8 | 8
49 | CCC(C(=O)OCC(=O)C1(O)CCC2C3CCC4=CC(=O)CCC4(C)C3C(O)CC21C)C(C)C (stereo not given) | 0 | -9 | 8 | -1 | x | 8.2* | 6
50 | O=C(Nc1cccc(F)c1)N1CCCCN2[C@H](CO)[C@@H](c3ccc(C#Cc4ccccc4)cc3)[C@@H]2C1 | -5 | 2[16.7 µM] | 1 | -12 | 5 | 2.3 | -12

The results go on.
Below each SMILES – ERAP1 inh, miR-122 sensor, CASP6 VEID inh, DENV2 CPE rescue, SIRT5 block, F508del corr, ERp5 inh
51: O=S(=O)(Nc1ccc(-c2cn3ccccc3n2)cc1)c1ccccc1
→ 1, -11, 2, -1, -2, -1.3, 1
52: Cn1cc([C@@H]2C[C@H]3CN(Cc4cccc(Cl)c4)C(=O)[C@]34CCCN24)c(-c2ccccc2)n1
→ 2, -3, 2, 9, 4, 3.7, -2
53: COc1ccc(S(=O)(=O)N(C)C[C@H]2Oc3c(NC(=O)C4CCOCC4)cccc3C(=O)N([C@@H](C)CO)C[C@@H]2C)cc1
→ 1, 22[16.7 µM], 2, -4, 5, -0.9, 2
54: CCOC(=O)c1sc(-c2ccccc2)cc1NC(=O)Nc1ccc([N+](=O)[O-])cc1
→ 4, x, 7, 3, 12, x, -1
55: Cc1ccc(S(=O)(=O)NCc2ccncc2)c(C)c1C
→ 0, 32, 1, 8, -1, 3.9, -7
56: Cc1cccc(NCC(=O)N/N=C\c2ccccn2)c1
→ 5, x, -1, -6, 2, -6.7, 6
57: Cc1cccc(NS(=O)(=O)c2cc3c(cc2C)n(C)c(=O)c(=O)n3C)c1
→ -2, 3, 1, 6, x, 3.7, -1
58: Cc1ccc2c(C)nc(/N=C(\N)NC(=O)N3c4ccccc4Sc4ccccc43)nc2c1
→ -9, -6&-4, -3, 2, 1, 1.5, 3

Compounds as they come, and some 4% of all compounds hit somewhere here.
